# Screening results deposited in PubChem BioAssay by several laboratories.
# sdo1 growth: compounds rescuing growth of sdo1-depleted yeast, bone marrow failure model; z-score at 10 µM; 140,000 tested, 0.21% active; S. cerevisiae sdo1-depleted JHY4D growth rescue, OD600 30 h; stronger effect = higher value; pdr5 snq2 efflux-pump mutant strain;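 active = z-score above 3 at both the 24 hr and the 30 hr optical density reads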;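 note: z-score against mean and SD of all compound wells on the same plate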
# Insulin prom inh: TRM-6 insulin promoter activity inhibition; TRM-6 cells (human fetal islet line), insulin promoter-eGFP reporter, imaging; reporter expression induced with tamoxifen; inhibition, % at 2 µM; 130,000 tested, 0.9% active; AID 1273;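 active = inhibition above the mean plus 3 SD, with well images judged a real hit on visual review, cut at about 60% in these data, passing the limit was not always enough; inconclusive = inhibition over the cutoff but images rejected on review; inactive = inhibition not above the cutoff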
# sdo1 growth Rescue 24 h: second read-out of sdo1 growth, no call of its own (marks repeat the call); z-score; S. cerevisiae sdo1-depleted JHY4D growth rescue, OD600; measured here: growth rescue at 24 h;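 0 is the plate mean of compound wells and units are plate SD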
# An asterisk follows results filed as active; i = inactive; ? = inconclusive; nt = no result given.
SMILES,sdo1 growth,sdo1 growth Rescue 24 h,Insulin prom inh
O=C(/C=C/c1ccc2c(c1)OCO2)NCCCN1CCOCC1,0.59,0.18,-10
COc1ccccc1NS(=O)(=O)c1cc(C(=O)N2CC(C)CC(C)C2)ccc1C (configuration not stated),-1.8,-0.5,nt
O=C(NCc1ccccc1)C(C(=O)c1ccc(F)cc1)n1ccccc1=O (configuration not stated),-0.55,-1.1,29
COc1ccc(C(=O)Cc2cc(OC)c(OC)cc2[N+](=O)[O-])cc1,-0.61,-0.23,nt
COc1ccccc1NC(=O)C12CC3CC(C1)CC(c1ccc(C)cc1)(C3)C2,0.49,0.58,17
CCOC(=O)Cn1c(=O)sc2ccccc21,0.79,0.84,0
Cn1c(/N=C/c2c(O)ccc3ccccc23)nc2ccccc21,-0.76,-1,nt
Cc1ccc(N2C(=O)C3N=NN(CC(=O)N4N=C(c5cccc6ccccc56)CC4c4ccccc4)C3C2=O)cc1 (configuration not stated),-0.91,-0.87,?
O=C(CNC(=O)C1CCCCC1)Nc1ccccc1,0.1,-0.18,-13
OC(COC(c1ccccc1)c1ccccc1)CN1CCCCC1 (configuration not stated),1.4,1.4,-50
Nc1c(NCc2ccccc2F)c(=O)[nH]c(=O)n1Cc1ccccc1,1,0.4,-6
CC(C)(C)c1[nH]nc2c1C(c1ccncc1)C(C#N)=C(N)O2 (configuration not stated),0.89,0.42,26
O=C1CC(c2ccc(S(=O)(=O)NCCOc3ccccc3)cc2)CN1 (configuration not stated),1.1,0.6,-117
Cn1c(SCC(=O)Nc2cccc3ccccc23)nc(O)cc1=O,0.57,0.59,62
O=C(CSc1nnc(SCc2ccccc2)s1)N/N=C/c1c(Cl)cccc1Cl,-0.13,1.2,0
Cc1ccc(NC(=O)CC2S/C(=N/N=C/C=C/c3ccccc3)NC2=O)cc1Cl (configuration not stated),-0.14,0.89,nt
COc1ccc(NC(C#N)c2ccc(OC)cc2)cc1 (configuration not stated),0.14,-0.61,0
O=C1CCCc2c1[nH]c1ccccc21,0.68,0.65,-43
CCN1C(=O)/C(=C/C=C2/SCCN2C)SC1=S,0.25,-0.05,nt
O=C(/C=C/c1ccco1)Nc1cc(Cl)ccc1C(=O)O,0.72,0.49,-12

# 6 consecutive compounds out of the list so far:
SMILES,sdo1 growth,sdo1 growth Rescue 24 h,Insulin prom inh
O=C(CSc1nnc(SCc2ccccc2)s1)N/N=C/c1c(Cl)cccc1Cl,-0.13,1.2,0
Cc1ccc(NC(=O)CC2S/C(=N/N=C/C=C/c3ccccc3)NC2=O)cc1Cl (configuration not stated),-0.14,0.89,nt
COc1ccc(NC(C#N)c2ccc(OC)cc2)cc1 (configuration not stated),0.14,-0.61,0
O=C1CCCc2c1[nH]c1ccccc21,0.68,0.65,-43
CCN1C(=O)/C(=C/C=C2/SCCN2C)SC1=S,0.25,-0.05,nt
O=C(/C=C/c1ccco1)Nc1cc(Cl)ccc1C(=O)O,0.72,0.49,-12

# (continued)
SMILES,sdo1 growth,sdo1 growth Rescue 24 h,Insulin prom inh
CCOC(=O)C1=C(C)N=C2SCCC(=O)N2C1c1cccs1 (configuration not stated),-0.3,-0.89,nt
CC(CC(=O)Nc1ncc([N+](=O)[O-])s1)c1ccccc1 (configuration not stated),nt,nt,-5
COc1ccccc1CNC(=O)CSc1ccc(Br)cc1,0.32,0.53,-16
Cc1ccccc1NC(=O)OCc1cn(-c2ccc(Cl)cc2)nn1,-0.57,-0.51,nt
Cc1ccn2cc(CCNS(=O)(=O)c3ccc4c(c3)OCCO4)nc2c1,0.52,0.61,nt
CN(C)c1ccc(/C=C2\C(=O)N(c3ccc([N+](=O)[O-])cc3)N=C2N2CCOCC2)cc1,nt,nt,-12
Cc1ccc(S(=O)(=O)N(C)Cc2ccc(-c3nnc4n3CCC4)cc2)cc1,0.18,1.4,-3
CCCCCCc1cc2cc(C(=O)NC)c(=N)oc2cc1O,0.65,0.66,-45
COc1ccc(-c2nc3cc(NC(=O)Cc4ccc(OC)c(OC)c4)ccc3o2)cc1,1.4,4.8,6
Cc1ccc(S(=O)(=O)N2CCC(=O)N(CCOCc3ccccc3)CC2)cc1,0.26,0.91,-27
CCOC(=O)c1c(C)[nH]c(C(=O)N/N=C\c2ccccc2Cl)c1C,-0.12,0.08,nt
COc1ccc(C(=O)Cc2ccc(OC)c(OC)c2)c(OC)c1,1.6,1.4,57
Cc1nonc1OCC(C)(COc1nonc1C)NC(=O)c1ccc(Cl)cc1,0.26,-0.1,-56
COc1ccc(C(=O)n2ccc(C)n2)cc1Br,0.23,-0.17,-31
O=C(O)C1CCN(c2ccc(S(=O)(=O)N3CCOCC3)cc2[N+](=O)[O-])CC1,nt,nt,9
O=c1[nH]cnc2c1ncn2[C@@H]1O[C@H](CO)[C@@H](O)[C@H]1O,1.1,1.2,-10
COC(=O)c1cnn2c(C(F)(F)F)cc(-c3ccccc3)nc12,-0.36,-0.95,-500
O=C(Cn1ccc([N+](=O)[O-])n1)Nc1nc2ccccc2s1,nt,nt,-20
COc1ccccc1NC(=S)NC1CCCCC1,0.47,0.07,-3
Cc1c(NC(=O)COC(=O)c2cc(-c3ccc(-c4ccccc4)cc3)nc3ccccc23)c(=O)n(-c2ccccc2)n1C,-0.14,1.3,nt
Oc1[nH]c2ccccc2c1C1=NCCCC1,0.75,0.57,nt
CCOc1ccc(CCNC(=O)c2ccc(N3CCCC3=O)cc2)cc1OCC,0.15,-0.43,8
O=C(NC(=S)Nc1ccccc1N1CCCCC1)c1cccs1,-0.73,-0.23,-27
Cc1cc(C)c(NC(=O)Cn2c(=O)n(Cc3ccco3)c(=O)c3ccccc32)c(C)c1,0.33,0.48,-56
O=C(c1ccccc1)N1CCC(O)(c2cccnc2)CC1,0.38,-0.04,nt
CCOC(=O)c1sc2nc(C)nc(Nc3ccc(OC)cc3)c2c1C,nt,nt,?
Cc1cc(=O)oc(C)c1C(=O)NCc1ccccn1,0.83,0.18,3
O=[N+]([O-])c1ccc(Cl)cc1Sc1nc2ccccc2o1,-0.43,-0.73,15
Cc1cc(C)n(-c2ccc(C(=O)OCC(=O)Nc3ccc(S(=O)(=O)N4CCCCC4)cc3)cc2)n1,0.26,0.31,-41
O=C1CC(=C2c3ccccc3-c3ccccc32)C(=O)N1CCCCN1CCN(c2ccccc2)CC1,-0.91,0.27,21
CC(C)(C)c1c(Cl)c(O)c(-c2ccccc2)c(=O)n1-c1ccccc1,nt,nt,-6
CCn1c(=O)cc(SCC(=O)N2CCCCC2)c2ccccc21,0.63,0.12,nt
Cc1ccc(CNC(=O)COC(=O)CSc2ccc(Br)cc2C)cc1,-0.39,-0.27,nt
COc1cccc(-c2nn3c(-c4cc(C)[nH]n4)nnc3s2)c1,0.83,0.42,8
COc1cccc(C2/C(=C(/O)c3ccc(F)cc3)C(=O)C(=O)N2CCN(C)C)c1 (configuration not stated),1.9,1.2,18
O=C(NCc1ccc(Cl)cc1)c1ccc(COCC(F)(F)F)o1,-1.3,-1.3,-34
CCOc1cc(/C=C(/C#N)c2nc3ccccc3[nH]2)ccc1Oc1ccc([N+](=O)[O-])cn1,0.76,2.5,nt
Cc1cccc(C)c1-n1c(C)cc(/C=N/NC(=O)CSc2ncccn2)c1C,0.38,0.57,17
Cc1ccc(-c2noc(C3CCCN(C(=O)C4CCCCC4)C3)n2)o1 (configuration not stated),-0.46,-1.6,27
N#CCCn1nc(-c2ccccc2)cc1Nc1ccccc1NC(=O)c1cccs1,-1.6,-1.2,11
CC1(C)CC(=O)/C(=C(\O)CCCN2C(=O)c3ccccc3C2=O)C(=NCC(=O)O)C1,nt,nt,36
COC(=O)CN(c1ccc(F)cc1)S(=O)(=O)c1ccccc1,0.47,0.24,-18
CCN(CC)CCN=CC1=C(O)CNC1=O,0.83,0.52,64
CC1=Nc2ccc(C)cc2N(Cc2ccccc2)C(=O)C1,1.7,2.1,nt
COC(=O)C1=C(C)N(c2ccc(F)c(Cl)c2)C(=O)C1,-1.1,-0.76,50
CCCC(=O)Nc1ccc(C(=O)NN=C(C2CC2)C2CC2)cc1,0.21,-0.4,14
Cc1cccn2c(=O)c(/C=C(\C#N)C(=O)NC3CCS(=O)(=O)C3)c(N3CCC(C(N)=O)CC3)nc12 (configuration not stated),1.2,0.78,6
Cn1c(N)c(C(=O)c2ccc(Oc3ccccc3)cc2)c(=O)n(C)c1=O,1.2,0.67,33
COc1cc(NC(=O)c2ccccc2Cl)ccc1NC(=O)c1cccs1,nt,nt,-27
Cc1oncc1C(=S)Nc1ccccc1,0.57,0.47,nt
CCN(CC)C(=O)c1scc2c1OCCO2,0.07,-0.15,0
COCCNC(=O)CC(NS(=O)(=O)c1ccc(NC(C)=O)cc1)C(C)C (configuration not stated),1.1,1.1,0
COc1cc(C(=O)N2CCN(c3ccc(C)cc3C)CC2)cc(OC)c1OC,0.03,-0.51,nt
CC(C)(C)N1CC(c2nc3ccccc3n2Cc2ccccc2)CC1=O (configuration not stated),-0.32,-0.7,-15
Cc1ccc(C)c(C(=O)NCc2ccncc2)c1,0.11,-0.14,-5
C=CCn1c(=O)c2ccccc2n2c(SCC(N)=O)nnc12,0.62,0.3,-9
Cc1ccc(NC(=S)N(CCCN2CCOCC2)Cc2ccco2)cc1C,nt,nt,-11
COc1ccc([N+](=O)[O-])cc1NC(=O)COC(=O)C1CC1,nt,nt,46
CN1C(=O)NC2C1N(S(C)(=O)=O)CCN2S(C)(=O)=O (configuration not stated),-0.16,-1.1,-36
CCOc1cc(C2C(C(=O)c3ccc(C)cc3)=C(C(=O)OC)Nc3nnnn32)ccc1O (configuration not stated),0.07,-0.22,6

# (next part)
SMILES,sdo1 growth,sdo1 growth Rescue 24 h,Insulin prom inh
CCC(C)[C@H](NC(=O)NCCCc1ccccc1)C(=O)OC (some centres not stated),0.02,-1.1,-40
CC(=O)c1cccc(NC(=O)C(OC(=O)c2ccccc2NS(=O)(=O)c2cccs2)c2ccccc2)c1 (configuration not stated),-0.53,0.95,-7
CC12CCC(c3nnc(SCC(=O)Nc4cccc5ccccc45)nc31)C2(C)C (configuration not stated),-0.73,0.4,-10
COc1cccc(C(=O)NCc2nnc(SCC(=O)Nc3nccs3)n2-c2cccc(C)c2)c1,1.4,1.8,44
O=C(O)CCc1ccc(-c2cccs2)n1NC(=O)c1cccs1,nt,nt,i
CCOC(=O)c1ccc(N2C(=O)c3n[nH]c(C)c3C2c2cccnc2)cc1 (configuration not stated),0.06,0.23,-18
O=C(/C=C/c1ccccc1)NCC(=O)N/N=C/c1ccccc1[N+](=O)[O-],nt,nt,-20
COc1ccc(N(Cc2cc3cc(OC)ccc3[nH]c2=O)C(=O)c2cccnc2)cc1,0.99,0.97,0
COc1ccc2nc(SCC(=O)N3CCCCCC3)c(C#N)cc2c1,-0.86,-0.64,nt
CCN(CCNC(=O)c1ccc2nc(-c3ccccc3NC(C)=O)c(=O)[nH]c2c1)c1ccccc1,-0.03,-0.7,nt
O=C(CSc1nnc(NCc2ccccc2)s1)c1ccco1,-0.37,-1.9,-24
Cc1ccc2cc(CCNC(=O)CC(C)C)c(=O)[nH]c2c1,0.12,-0.42,nt
C=CCn1c(COc2ccccc2)nnc1SCC(=O)Nc1ccc(S(N)(=O)=O)cc1,0.62,0.49,43
COc1ccc(/C=C(\NC(=O)c2ccc(OCC(C)C)cc2)C(=O)OCc2ccco2)cc1,0.48,0.45,nt
O=C(OCc1nnc(-c2ccccc2)o1)C1CCN(S(=O)(=O)c2cccs2)CC1,-0.01,-0.62,-36
O=C(NC1CCCCCC1)c1cccc(N2CCCC2=O)c1,0.01,-0.5,45
O=C(c1ccco1)N1CCN=C1SCc1c(F)cccc1Cl,1.1,0.94,nt
CC1=C(C(=O)OCc2ccccc2)C(c2cccc([N+](=O)[O-])c2)NC(=O)N1CCCCCC(=O)O (configuration not stated),0.43,0.64,-67
Oc1ccc(C=Nc2cccc3ncccc23)c(O)c1,-0.45,-1.1,-86
O=C(O)c1cc(-c2ccc(O)cc2)nc2ccccc12,-0.21,-0.05,nt
COc1cc2nc(CN(C)Cc3nc4ccccc4c(=O)[nH]3)[nH]c(=O)c2cc1OC,0.1,-0.51,14
COc1ccc(-c2nnc(SCC(=O)N3CCCC3)o2)cc1OC,nt,nt,39
CC(C)C(=O)Nc1ccnc(-c2cccnc2)n1,-0.87,-1.1,-37
Cc1cc2ccccc2c(=O)n1CC(=O)NCC(=O)N1CCCC1,-0.69,-1.5,0
CC(C)Cn1c(-c2cccs2)nc2ccccc21,-0.85,-0.26,38
COc1ccc2cc3cc(C(=O)NCCCN4CCc5ccccc5C4)sc3nc2c1,-2,-1.2,12
COc1ccc2c(c1)N(C)/C(=C1/SC(=NCc3ccccc3)N(c3ccccc3)C1=O)S2,-1.5,0.17,-34
CC(C)(NC(=O)N1CCOCC1)c1cccc(C(C)(C)NC(=O)N2CCOCC2)c1,nt,nt,62

# Five entries from above, ordered by molecular weight, low to high.
SMILES,sdo1 growth,sdo1 growth Rescue 24 h,Insulin prom inh
CC(C)C(=O)Nc1ccnc(-c2cccnc2)n1,-0.87,-1.1,-37
Cc1cc2ccccc2c(=O)n1CC(=O)NCC(=O)N1CCCC1,-0.69,-1.5,0
CC(C)(NC(=O)N1CCOCC1)c1cccc(C(C)(C)NC(=O)N2CCOCC2)c1,nt,nt,62
COc1ccc2cc3cc(C(=O)NCCCN4CCc5ccccc5C4)sc3nc2c1,-2,-1.2,12
COc1ccc2c(c1)N(C)/C(=C1/SC(=NCc3ccccc3)N(c3ccccc3)C1=O)S2,-1.5,0.17,-34

# The list is partial; rates above refer to the full screens.
